Assay outcomes from PubChem BioAssay.
APP 5'UTR act: activates APP 5'UTR luciferase reporter; activation, % at 2 µM; 190,000 compounds, 1% hits; SH-SY5Y APP 5'UTR luciferase reporter, luminescence; zero percent = DMSO vehicle wells;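 active means activation above a set limit, based on mean plus 3 SD of controls, cut at about 140% in these data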; further: values of inactives mirror those of a sister screen read the other way
FLuc inhib CS: Photinus pyralis luciferase inhibition counter-screen; P08659; ATPLite firefly luciferase biochemical luminescence, 10 min; inhibition, % at 10 µM; 200,000 compounds, 1.5% hits; AID 1006;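 active means inhibition above about 50% when tested at 10 µM, limit read from the data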
Target sequence (P08659 whole entry, looked up): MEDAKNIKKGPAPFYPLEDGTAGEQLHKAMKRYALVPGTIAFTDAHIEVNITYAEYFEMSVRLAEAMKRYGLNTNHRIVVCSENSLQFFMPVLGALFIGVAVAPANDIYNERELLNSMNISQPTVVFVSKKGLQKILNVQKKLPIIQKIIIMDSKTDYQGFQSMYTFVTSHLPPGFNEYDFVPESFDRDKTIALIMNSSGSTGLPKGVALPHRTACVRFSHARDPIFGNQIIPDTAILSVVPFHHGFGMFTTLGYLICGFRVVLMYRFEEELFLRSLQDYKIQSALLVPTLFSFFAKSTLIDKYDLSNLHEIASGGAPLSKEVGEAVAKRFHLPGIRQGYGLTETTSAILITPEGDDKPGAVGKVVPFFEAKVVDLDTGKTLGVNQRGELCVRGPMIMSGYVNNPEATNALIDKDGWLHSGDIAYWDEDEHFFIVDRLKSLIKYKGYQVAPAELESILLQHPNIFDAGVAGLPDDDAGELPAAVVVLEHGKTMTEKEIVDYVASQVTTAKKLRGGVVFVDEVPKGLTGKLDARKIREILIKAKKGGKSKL
NF-kB neuron act: raises NF-kB expression in human neuronal cells | 190,000 compounds, 1.6% hits | fold change at 12.5 µM | NF-kB reporter expression; hits give high values; in the data active means fold change above about 3.3
STAT1 act: increases IFN-gamma driven STAT1 reporter signal; NIH 3T3 STAT1-luciferase reporter, luminescence; 100% = IFN-gamma alone, no compound; activation (% of control), % at 5.5 µM; 200,000 compounds, 2.6% hits; AID 932;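 active means activation above the screen-wide mean activation plus 3 SD, cut at about 130% in these data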;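 further: raw ratio to IFN-gamma control signal so 100% means no change and 0% no light; values of inactives mirror those of a sister screen read the other way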
FLuc act counter: firefly luciferase counter-screen for stimulation assays | activation factor at 10 µM | 200,000 tested, under 10 active | ATPlite luciferase biochemical, luminescence, 10 min; 0 = ATP-free wells, 1 = DMSO control | P08659 | AID 1027;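 active means luciferase activation factor, scaled between plate controls, of at least 2 with compound at 10 µM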
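Material: luciferase plus luciferin reagent, cell-free. Medium: PBS buffer for ATP. Also added: ATP substrate, dispensed from a 10.24 µM working solution in PBS. Doses: test compounds dosed from 2 mM stocks in 100% DMSO. Incubation: 10 min post-reagent at room temperature. Technique: light output (luminescence). Read-out basis: luminescence gain marking luciferase activators.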
STAT3 activator: STAT3 signaling activation. U3A cells, IL-6 STAT3-luciferase reporter, luminescence; 100% = signal with IL-6 EC80 alone. activation (% of control), % at 5.6 µM. 190,000 compounds, 0.91% hits;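 active means activation above the screen-wide mean of compound activation plus 3 SD, cut at about 130% in these data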;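 further: 0% = background luminescence of wells with medium and substrate only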
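Material: STAT1-lacking human U3A cells, STAT3 luciferase reporter | Benchmarks: IL-6-only wells as 100% reference | Probe or stimulus: IL-6 (33 ng/mL) | Timing: Compound 1 h, then IL-6 6 h at 37 °C | Detection: Luminescence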
ROMK mod: modulators of human ROMK potassium channel; P48048; AID 1918; Tet-inducible ROMK, thallium flux fluorescence; actives lie on both sides; 130,000 compounds, 2% hits; B-score at 10 µM;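 active means signal ratio slope over the read window, or its plate-corrected B-score, at least 3 SD from the plate mean, either direction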;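 further: B-score of the F/F0 ratio slope over 7 to 12 s after thallium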
Target sequence (P48048 whole entry, looked up): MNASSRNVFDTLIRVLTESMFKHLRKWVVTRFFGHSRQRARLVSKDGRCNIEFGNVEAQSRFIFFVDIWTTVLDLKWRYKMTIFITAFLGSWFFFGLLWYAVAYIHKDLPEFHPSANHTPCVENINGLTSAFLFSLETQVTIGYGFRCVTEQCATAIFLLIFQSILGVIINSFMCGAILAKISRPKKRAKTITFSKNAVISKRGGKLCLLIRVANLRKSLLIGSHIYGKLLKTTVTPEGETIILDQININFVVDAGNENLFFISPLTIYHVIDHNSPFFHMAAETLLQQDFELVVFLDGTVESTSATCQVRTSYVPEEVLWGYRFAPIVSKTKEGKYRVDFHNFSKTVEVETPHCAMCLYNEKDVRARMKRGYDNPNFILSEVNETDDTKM
APP transl inh: APP translation inhibition | SH-SY5Y APP 5'UTR-luciferase reporter, luminescence | inhibition, % at 2 µM | 190,000 compounds, 0.82% hits;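 active means inhibition above a set limit, derived from the sample mean plus 3 SD, cut at about 45% in these data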; further: values of inactives mirror those of a sister screen read the other way
STAT1 blocker: reduces IFN-gamma driven STAT1 reporter signal. NIH 3T3 STAT1-luciferase reporter, luminescence. 200,000 compounds, 0.35% hits. AID 920. inhibition, % at 5.5 µM;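 active means inhibition above a set limit, the mean inhibition across all tested compounds plus 3 SD, cut at about 34% in these data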;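 further: 0% = IFN-gamma with DMSO and 100% = IFN-gamma with 300 µM nifuroxazide; values of inactives mirror those of a sister screen read the other way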
STAT3 inh: STAT3 signaling inhibition | U3A cells, IL-6 STAT3-luciferase reporter, luminescence; host cell line lacks STAT1 | inhibition, % at 5.5 µM | 190,000 compounds, 0.89% hits;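 active means inhibition above the mean inhibition across all screened compounds plus 3 SD, cut at about 44% in these data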;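 further: 0% = DMSO only wells and 100% = 100 µM nifuroxazide control wells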
An asterisk follows results filed as active; / = not tested or not shown.

SMILES	APP 5'UTR act	FLuc inhib CS	NF-kB neuron act	STAT1 act	FLuc act counter	STAT3 activator	ROMK mod	APP transl inh	STAT1 blocker	STAT3 inh
CCOc1ccc(C2CC(=O)NC3=C2C(=O)CCC3)cc1Cl (stereo unspecified)	-16	-1	1.1	102	1	95	/	16	-2	8
CCOC(=O)c1c(-c2ccc(F)cc2)csc1NC(=O)CCN1C(=O)c2ccccc2C1=O	21	-3	0.95	92	1	95	/	-21	9	2
COC(=O)C1=C(N)c2ccccc2C1(C#N)c1ccccc1 (stereo unspecified)	9	4	0.73	103	1	96	-0.51	-9	-3	10
Cc1cccc(C)c1NC(=O)N1CC=C(n2c(=O)[nH]c3ccccc32)CC1	-7	-6	0.97	99	1.1	98	/	7	1	12
Cc1ccc(C2(C)NC(=O)N(CC(=O)Nc3cccnc3Cl)C2=O)cc1 (stereo unspecified)	-5	0	0.98	99	1	104	0.28	4	1	4
Cc1nc(CNS(=O)(=O)c2cccs2)cs1	11	-6	1.1	97	1.1	93	1.1	-11	3	13
O/N=C/c1ccc(OCc2ccccc2)c(Br)c1	131	22	6.7*	162*	0.8	108	/	-131	-70	-7
COc1ccc(CCN2C(=NC(=O)CC(C)C)SC3CS(=O)(=O)CC32)cc1 (stereo unspecified)	2	-8	0.89	101	1.1	99	/	-2	-1	5
COCCNC(=O)c1ccc(-n2c(SCc3cccnc3)nc3ccccc3c2=O)cc1	4	-3	1	96	1	102	-0.25	-4	2	0
COc1ccc(OC)c(NC(=O)CCN2CCN(c3ccccc3)CC2)c1	-7	-8	1.1	93	1.1	113	/	7	8	-8
CCn1ccnc1C(O)c1ccccc1OC (stereo unspecified)	-19	-9	1	102	1.1	100	0.51	19	-1	2
Cc1ccc(NC(=O)Cc2cc(C(=O)O)c3ccccc3n2)c(C)c1	-12	21	4.6*	114	0.8	98	1.1	12	-16	7
O=C(O)C(c1ccccc1)C(c1ccccc1)c1ccccc1 (stereo unspecified)	15	-4	1.2	108	1	101	-0.76	-15	-8	7
CC(C)C[C@H](NC(=O)OC(C)(C)C)c1nnc(SCc2ccccc2)o1	0	-3	1.2	103	1	101	0.025	0	-1	-1
CC1CCCCN1S(=O)(=O)c1cnc(Cl)c(Br)c1 (stereo unspecified)	2	-6	3	96	1.1	99	-0.33	-2	5	6
Cc1ccccc1Cn1nc(C)c(NC(=O)c2cc(-c3ccco3)on2)c1C	21	-10	1.1	86	1.1	83	-0.25	-20	15	29
CC(C)(C)OC(=O)[C@H]1[C@H](c2ccc([N+](=O)[O-])cc2)C2(C(=O)c3ccccc3C2=O)C2c3ccccc3C=NN21 (stereo partly specified)	-26	0	0.55	112	1	108	/	26	-13	-7
Cc1cc(-c2cccs2)n[nH]1	20	0	0.97	99	1	93	0.31	-20	2	14
Cc1nn(C)c(=O)n1-c1ccc(OCc2ccccc2)cc1	/	20	1.6	125	0.8	101	/	/	-27	4
COc1ccc(C2C(C(=O)N3CCN(c4ccccc4)CC3)c3ccccc3C(=O)N2C)cc1 (stereo unspecified)	2	-10	0.65	101	1.1	102	/	-2	-1	1
Cn1nnnc1NCc1ccc(Cl)cc1	19	-4	1.1	101	1	100	0.0013	-19	-3	6
N#Cc1ccccc1Cn1c(=O)n(Cc2ccc(C(=O)NCc3ccco3)cc2)c(=O)c2ccccc21	12	-4	1.1	100	1	112	1.2	-12	-2	-10
COc1ccc(-n2nnc3c(=O)n(CC(=O)N4CCC(C)CC4)cnc32)cc1	11	-7	0.95	96	1.1	97	/	-11	5	8
CCC(NS(=O)(=O)c1ccc(C)cc1)C(=O)O (stereo unspecified)	8	-6	1.1	108	1.1	102	0.74	-8	-8	0
C=CCSC1=C(C#N)C(c2ccccc2C)CC(=O)N1 (stereo unspecified)	13	-3	0.94	98	1	107	/	-13	2	-3
SMILES	APP 5'UTR act	FLuc inhib CS	NF-kB neuron act	STAT1 act	FLuc act counter	STAT3 activator	ROMK mod	APP transl inh	STAT1 blocker	STAT3 inh
FC(F)(F)c1ccc(-n2ccnc2)nc1	9	-4	1.2	98	1	103	/	-9	2	4
CC1CN(C(=O)C2(C)CC2(Br)Br)CC(C)O1 (stereo unspecified)	9	-5	1.1	98	1.1	101	/	-9	2	2
O=C(Nc1ccc(Cl)cc1)NC1(C(=O)NCCCN2CCOCC2)CCCCC1	-5	-2	0.95	105	1	97	/	5	-6	7
COc1ccccc1C(=O)Nc1nc(-c2ccc3c(c2)OCCO3)cs1	1	-6	1	105	1.1	80	0.26	-1	-6	28
O=C(CCCCn1c(=O)c2ccccc2n(Cc2ccccc2F)c1=O)NC1CCN(Cc2ccccc2)CC1	9	-7	0.97	97	1.1	104	0.066	-9	2	-3
CC(C)NC(=O)Cn1cc(C#N)c2cc(Br)ccc21	13	-8	1.1	103	1.1	97	-6.7e-05	-13	1	5
Fc1ccc(-c2ccc(/C=N\n3cnnc3)o2)cc1Cl	0	-5	0.85	105	1	89	0.15	0	-6	11
O=c1c(Cl)c(Nc2cccc(Cl)c2)cnn1-c1nc2ccccc2s1	116	40	1.9	150*	0.6	92	-0.023	-116	-56	7
O=C(N1CCOCC1)N1CCCC(c2nc(-c3cccs3)no2)C1 (stereo unspecified)	-1	-4	1.2	96	1	97	0.027	1	4	6
CCOc1ccc(CNC(=O)C2CC(=O)N(C3CCCC3)C2)cc1OC (stereo unspecified)	-7	-7	1.1	94	1.1	88	/	7	7	18
COc1ccc(F)cc1S(=O)(=O)Nc1ccc(C)cc1	-1	-7	0.97	95	1.1	95	/	1	5	11
CC(c1ccon1)N(C)C(=O)CCc1nnc(CCCCc2ccccc2)o1 (stereo unspecified)	6	-6	1.4	96	1.1	111	1.4	-6	4	0
COC(=O)c1ccc(CN2CCN(Cc3ccc(F)cc3)C(CCO)C2)cc1 (stereo unspecified)	-29	-11	1.1	100	1.1	92	-0.38	29	-1	20
COc1ccc(N2CC(NC(=O)NCC(C)C)CC2=O)cc1 (stereo unspecified)	-3	-2	1.6	103	1	99	1.4	3	-3	-1
C=CCSc1nc2ccsc2c(=O)n1-c1cccnc1	22	-5	1.1	97	1.1	105	0.35	-22	3	-3
CCOC(=O)CSC1=C(C#N)C(c2ccc(C)o2)CC(=O)N1 (stereo unspecified)	-95	-2	3.2	105	1	125	/	95*	-8	-31
CCN(CC(=O)Nc1ccc(S(N)(=O)=O)cc1)S(=O)(=O)c1cc(C)ccc1OC	0	-9	0.81	99	1.1	96	0.0066	0	7	7
CNc1ncc(C(=O)C(C)(C)C)s1	-8	0	1.1	105	1	105	-0.0087	8	-3	-6
Cc1cc2cc(C#N)c(N3CCN(S(C)(=O)=O)CC3)nc2cc1C	-2	0	1.1	96	1	96	-1.3	2	5	5
CSc1nc2c(c(=O)[nH]1)C(c1ccccc1)C1=C(CC(C)(C)CC1=O)N2 (stereo unspecified)	-12	-5	1.1	101	1.1	97	-0.23	12	-2	8
O=C(O)CN=C1NC2(CCCCC2)Cc2ccccc21	-7	-6	1.1	106	1.1	101	1.5	7	-6	2
N#Cc1cc2ccc(N3CCOCC3)cc2cc1C#N	11	-3	0.94	101	1	109	/	-11	-2	-6
Cc1ccccc1OCC(=O)N/N=C/c1c(C)nn(-c2ccccc2)c1Cl	10	0	1.3	102	1	101	-0.69	-10	-2	-3
O=C(c1ccncc1)c1ccc(Br)cc1	16	-2	1.1	99	1	100	-0.12	-16	1	4
COc1ccc(Nc2nc(-c3cccc([N+](=O)[O-])c3)nc3ccccc23)cc1	-15	-4	0.86	104	1	99	0.14	15	-5	1
SMILES	APP 5'UTR act	FLuc inhib CS	NF-kB neuron act	STAT1 act	FLuc act counter	STAT3 activator	ROMK mod	APP transl inh	STAT1 blocker	STAT3 inh
CCOC(=O)CC1COCCN1Cc1cn[nH]c1-c1ccc2c(c1)OCO2 (stereo unspecified)	5	-7	1.2	95	1.1	99	/	-4	3	4
CS(=O)(=O)N(CC(=O)NCc1ccco1)c1cc(C(F)(F)F)ccc1Cl	-2	-2	1.1	95	1	103	/	2	6	2
N#Cc1c2n(c3c(-c4ccccc4)ncnc13)CCC2	11	-2	1.1	105	1	99	0.13	-11	-6	9
CCn1ncc(Cl)c1C(=O)Nc1ccncc1	-2	-18	0.96	101	1.2	102	/	2	-2	1
CC(=O)c1cccc(N=C2NC(=O)C(CO)(CO)S2)c1	15	-2	1.1	102	1	101	0.99	-15	-2	1
COc1ccc(OCC(=O)N/N=C(\C)CC(=O)Nc2cccc([N+](=O)[O-])c2)cc1	-13	4	1	97	1	99	-0.0013	13	2	4
Cc1cc(N2CCCC2=O)ccc1S(=O)(=O)NCCOc1ccccc1	22	-4	1.1	95	1	100	-0.91	-22	6	6
Cn1nnnc1-c1cc(Br)ccc1NC(=O)c1ccccc1	-24	-7	1.1	106	1.1	88	-0.015	24	-6	21
COc1cc(N/N=C/c2ccc(N(C)C)cc2)ncn1	135*	86*	4.1*	69	0.1	50	0.35	-135	33	61*
COc1ccccc1CC(=O)Nc1c[nH]c(=O)[nH]c1=O	2	-7	1.1	95	1.1	93	/	-2	5	4
CCN(CC)CCCNC(=O)c1sc2nc(-c3ccc(F)cc3)cn2c1C	19	0	1.6	105	1	85	/	-19	-6	22
CCC(C(=O)Nc1ccc(C(=O)N2CCCC2)cc1)c1ccccc1 (stereo unspecified)	5	-3	1.1	100	1	95	-0.63	-5	-1	10
Cc1nn2c(nc1=O)SCC(c1ccccc1)=N2	25	-9	1.6	101	1.1	97	/	-24	-1	8
COc1ccc(-c2[nH]nc(-c3ccccc3)c2-c2nc3ccccc3[nH]2)cc1	-4	-4	0.91	95	1	104	/	4	6	0
COc1ccc(N(C(=O)Cc2cccs2)C(C(=O)NC2CCCCC2)c2cccn2C)cc1 (stereo unspecified)	15	-5	1.1	104	1.1	100	1.9	-15	-4	4
Fc1ccc(NC(=S)Nc2cc(Cl)ccc2Cl)cc1	5	-10	0.94	86	1.1	74	-1.5	-5	16	32
CCOc1ccc(S(=O)(=O)N(CC)CC)cc1NS(=O)(=O)c1ccc(F)c(F)c1F	9	-4	1.2	117	1	99	-1.8	-9	-19	-1
CN(C)N1C(N)=C(C#N)C(c2ccsc2)C2=C1CC(C)(C)CC2=O (stereo unspecified)	2	-6	1.1	95	1.1	105	-0.054	-2	5	-2
CCN(CC)C(=O)Cn1cc(SCC(=O)NCc2ccco2)c2ccccc21	6	-1	0.98	105	1	104	0.87	-6	-5	4
CC(C)N(CCc1ccncc1)C(=O)Nc1ccc(F)cc1	-8	-4	0.99	90	1	97	/	8	11	13

STAT1 act: what is marked active above.
canonical_smiles,APP 5'UTR act,NF-kB neuron act,STAT1 act,STAT3 activator,ROMK mod,APP transl inh,STAT1 blocker
O/N=C/c1ccc(OCc2ccccc2)c(Br)c1,131,6.7*,162*,108,/,-131,-70
O=c1c(Cl)c(Nc2cccc(Cl)c2)cnn1-c1nc2ccccc2s1,116,1.9,150*,92,-0.023,-116,-56
